Screening results from PubChem.
Hep lipid drop = modulators of hepatic lipid droplet formation. AML12 mouse hepatocytes, oleate lipid droplets, BODIPY imaging. inhibition, % at 6.5 µM. 240,000 compounds, 0.4% hits. AID 1656;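 active means lipid droplet intensity inhibited by at least 50%, with more than 500 cells counted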
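Assay system: AML12 hepatocytes (mouse) / Also added: 100 µM oleic acid challenge / Times: overnight treatment with compound plus oleate / Detection: high-content imaging of BODIPY-stained droplets and DAPI nuclei / Evaluation: % inhibition of lipid droplet signal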
GPR35 antagonists = GPR35 antagonists blocking zaprinast-driven arrestin recruitment, primary screen, imaging, U2OS, beta-arrestin-GFP, zaprinast agonist (AID 2058); U2OS GPR35 beta-arrestin-GFP translocation imaging, zaprinast antagonism; higher % means a stronger effect; one-dose inhibition, % at 10 µM; IC50 in µM for titrated hits; 290,000 compounds, 0.052% hits;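 active means inhibition of at least 50% with at least 30 cells and total cytoplasm GFP at most 10,000,000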
NTR1 agonist = agonists of NTR1, primary screen, imaging, U2OS cells, beta-arrestin-GFP, high content (AID 493036); 330,000 compounds, 0.17% hits; activation, % at 20 µM; NTR1-U2OS beta-arrestin-GFP spot imaging, agonist mode;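 active means activation at or above 40% of the spot to cytoplasm intensity ratio, with at least 20 cells analyzed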;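 further: 0% = DMSO without peptide and 100% = 100 nM NTR1 peptide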
Target sequence (P30989 whole entry, looked up): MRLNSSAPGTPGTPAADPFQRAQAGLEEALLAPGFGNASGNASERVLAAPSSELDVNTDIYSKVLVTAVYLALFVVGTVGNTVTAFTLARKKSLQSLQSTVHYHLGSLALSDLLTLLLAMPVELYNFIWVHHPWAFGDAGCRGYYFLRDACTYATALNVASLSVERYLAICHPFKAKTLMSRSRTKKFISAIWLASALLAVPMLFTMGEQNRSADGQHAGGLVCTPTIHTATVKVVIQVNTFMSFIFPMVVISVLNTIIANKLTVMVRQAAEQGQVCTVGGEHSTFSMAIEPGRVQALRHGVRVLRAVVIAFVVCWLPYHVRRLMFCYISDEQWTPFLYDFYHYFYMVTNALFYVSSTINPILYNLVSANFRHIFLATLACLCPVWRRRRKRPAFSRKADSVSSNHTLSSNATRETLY
GPR55 beta-arrestin = selective activators of receptor GPR55 – imaging, U2OS cells, beta-arrestin-GFP redistribution, primary screen (AID 1961). U2OS GPR55 beta-arrestin-GFP redistribution imaging; higher % means a stronger effect. activation, % at 10 µM, or EC50 in µM where a hit was titrated. 290,000 compounds, 0.048% hits;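 active means activation above 40% with more than 50 cells counted in the well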;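 further: U2OS osteosarcoma cells stably expressing GPR55 and beta-arrestin-GFP; plate controls were DMSO negative control for no effect and LPI positive control for full effect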
T cell modulator = T cell immune modulators affecting CD8 T cell-vesicle binding. 330,000 compounds, 0.068% hits. AID 2052. 2C CD8+ T cell-vesicle binding, flow cytometry; hits give low values. calls only at 7 µM;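 active means response, share of CD8 T cells binding vesicles, and their 90th percentile fluorescence all below set limits, cut at about 80% in these data, passing the limit was not always enough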
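Test system: purified 2C TCR transgenic mouse naive CD8+ T cells. Probe or stimulus: QL9-peptide-loaded Drosophila micro-vesicles bearing Ld, ICAM-1 and B7-1. Incubation: binding step 1.5 h, 37 °C, antibody labelling 20 min, ice. Measured by: flow cytometry of vesicle-bound cells.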
Large T inhibition = TAg ATPase/helicase activity blockers – biochemical (AID 1903); inhibition, % at 20 µM, or IC50 in µM where a hit was titrated; SV40 large T antigen ATPase/helicase inhibition assay; higher % means a stronger effect; 310,000 compounds, 0.39% hits; in the data active means a potency from the dose series; further: strong numbers were not always called active
MgcRacGAP inhibition = MgcRacGAP GTPase-activating activity inhibitors, confirmation, biochemical, ADP Hunter fluorescence. MgcRacGAP-stimulated Rac1 GTP hydrolysis, ADP Hunter fluorescence; higher % means a stronger effect; GST-tagged Rac1 F28L mutant substrate. inhibition, % at 30 µM; hits with a dose series show IC50 in µM. 340,000 compounds, 0.6% hits;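 active means first-screen hits whose inhibition reached a set limit at any dose in the follow-up dose series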;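 further: fluorescence reports GDP produced by GAP-driven GTP hydrolysis; strong numbers were not always called active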
GPR55 antagonists = GPR55 antagonists blocking LPI-driven arrestin recruitment, primary screen, imaging, U2OS, beta-arrestin-GFP, LPI agonist (AID 2013); 290,000 compounds, 0.13% hits; U2OS GPR55 beta-arrestin-GFP translocation imaging, LPI antagonism; higher % means a stronger effect; inhibition, % at 10 µM; hits with a dose series show IC50 in µM;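 active means spots per cell inhibited over 60%, with over 100 cells counted and total cytoplasm intensity under 500,000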;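 further: U2OS cells stably carrying GPR55 and arrestin-GFP stimulated by 5 µM LPI near EC80; imaged beta-arrestin-GFP aggregate spots per cell after agonist stimulation; plate controls were LPI-stimulated DMSO wells for no effect and DMSO wells without LPI for full effect; some results filed as inactive read as strong as hits; confirmed hits need IC50 under 10 µM and bright autofluorescent wells are also inconclusive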
LYP inhibition = PTPN22 lymphoid phosphatase activity blockers – biochemical, fluorescence intensity, uHTS (AID 1779); recombinant LYP phosphatase, fluorescence intensity; higher % means a stronger effect; one-dose inhibition, % at 11.5 µM; IC50 in µM for titrated hits; 290,000 compounds, 0.054% hits; in the data active means inhibition above about 50%;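 further: plate controls were vehicle with enzyme for no effect and no enzyme for full effect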
Hep lipid drop cells 6.5 µM = further read-out of Hep lipid drop, marked with its call; cell count; measured here: cell count, cytotoxicity flag;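 cells counted across two imaged fields per well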
T cell modulator vesicle-bound % = also measured in T cell modulator; calls as there; double positive events, %; measured here: CD8+ vesicle-bound cell fraction;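 binding gate set so that unloaded-vesicle control wells show 10% double positive cells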
NTR1 agonist cell count 20 µM = further read-out of NTR1 agonist, marked with its call; cell count; measured here: cell count, cytotoxicity flag
Numbers without * were called inactive; i = inactive; · = no result given. This is a random part of the collection, and some 1.8% of all compounds hit somewhere here.

SMILES	Hep lipid drop	Hep lipid drop cells 6.5 µM	GPR35 antagonists	NTR1 agonist	NTR1 agonist cell count 20 µM	GPR55 beta-arrestin	T cell modulator	T cell modulator vesicle-bound %	Large T inhibition	MgcRacGAP inhibition	GPR55 antagonists	LYP inhibition
O=C(COC(=O)c1ccc(S(=O)(=O)N2CCc3ccccc3C2)cc1)NC(=O)NCc1ccco1	10.8	755	3.9%	8.0	59	0.3%	i	34.8	1.7%	6.8%	12.0%	0.5%
CCOC(=O)C1=C(C)N2C(=C(C#N)[C@@H]1c1ccc(C(=O)OC)cc1)SC[C@@]2(O)C(C)(C)C	-19.6	741	8.7%	13.0	97	-0.1%	i	14.0	7.6%	8.0%	4.2%	4.9%
COC(=O)C1C2C=CC3(CN(C4CCCC4)C(=O)C13)O2 (stereo not given)	·	·	7.0%	-3.0	82	-0.1%	i	39.2	-0.1%	-5.5%	15.1%	3.5%
C=CCN1C(=O)N(c2ccccc2)C(=O)C1CC(=O)Nc1ccc(OC)cc1 (stereo not given)	-9.1	776	-1.4%	-0.4	66	-0.2%	i	53.1	18.5%	4.7%	3.2%	-9.3%
CC(C)CCN(C)C1CCN(S(=O)(=O)c2ccc(F)cc2)CC1	-2.9	623	6.5%	0.1	72	-0.3%	i	34.1	-0.7%	14.4%	1.2%	1.4%
Cn1nnnc1SCC(=O)Nc1cccc(S(=O)(=O)N2CCCC2)c1	11.7	677	2.8%	-0.8	58	-0.2%	i	49.9	14.4%	7.7%	12.4%	-1.5%
NC(N)=NS(=O)(=O)c1ccc(NC(=S)Nc2ccc(F)cc2)cc1	-1.3	413	6.8%	0.0	72	-0.1%	i	20.3	22.1%	9.8%	6.4%	-5.4%
CN(C)Cc1ccccc1Sc1ccccc1Br	16.5	674	8.7%	-2.1	67	-0.3%	i	53.7	8.7%	6.1%	11.3%	-3.1%
COc1cccc(CNC(=O)C2CCCN(c3cnccn3)C2)c1 (stereo not given)	-35.1	698	8.5%	-0.5	57	-0.1%	i	3.7	12.7%	-2.8%	7.3%	-9.6%
Cc1nn(-c2ccccc2)c(C)c1N	-24.8	659	0.0%	0.1	25	0.7%	i	49.5	-35.0%	7.2%	3.8%	-8.2%
COc1ccccc1CNC(=O)C1CCCN(S(=O)(=O)c2cnc[nH]2)C1 (stereo not given)	-4.1	663	-6.7%	5.9	56	0.2%	i	28.1	2.3%	1.9%	-1.7%	5.2%
Cc1noc(/C=C/N(C)C)c1S(=O)(=O)N(C)Cc1ccc(F)cc1	25.6	698	-14.5%	0.7	64	-0.2%	i	9.5	26.2%	8.3%	-4.1%	-8.2%
CC1(C)CC(NS(=O)(=O)c2ccccc2)CC(C)(C)N1	·	·	-1.9%	0.0	54	0.2%	i	22.6	16.4%	10.3%	-8.8%	-2.7%
COC(=O)c1scc(S(C)(=O)=O)c1-n1cccc1	17.5	702	-10.9%	-0.7	52	1.2%	i	39.5	-2.2%	·	13.3%	-10.5%
CC1=Nc2ccccc2/C1=C/c1c(N)n2c(S(=O)(=O)CC(C)C)nsc2nc1=O	-11.2	691	-13.0%	·	·	-0.4%	·	·	-1.5%	13.2%	3.5%	-3.6%
Cc1ccccc1OCC(=O)Nc1ccc2[nH]ncc2c1	-1.0	785	4.0%	-0.5	39	-0.1%	i	54.2	5.1%	7.5%	-0.4%	-8.3%
CC(NC(=O)c1ccccc1Cl)c1ccc(-n2ccnc2)cc1 (stereo not given)	-8.7	667	3.5%	0.1	52	-0.1%	i	20.9	18.4%	9.1%	-7.8%	-11.7%
COc1ccccc1CCCNC(=O)C1CCC(=O)N(CCN2CCOCC2)C1 (stereo not given)	21.6	693	-3.9%	0.3	60	0.3%	i	8.3	4.8%	4.3%	11.3%	-7.7%
COc1cccc(OCCNC(=O)c2ccccc2Sc2ccccc2C#N)c1	-23.6	542	2.4%	3.7	46	1.3%	i	22.5	7.6%	5.5%	7.5%	5.6%
CC(=O)C(Cc1cccc(F)c1)(Cc1cccc(F)c1)C(C)=O	0.5	650	-1.8%	0.6	32	0.0%	i	3.6	2.2%	-13.1%	12.6%	-1.4%
Cc1cc(C)n(C(=O)CNC(=O)C(c2ccccc2)c2ccccc2)n1	-15.1	775	-12.1%	1.2	54	-0.1%	i	44.0	1.8%	0.5%	2.7%	-7.9%
N=C(CC1CC(=O)NC(=O)C1)C1=C(O)CCCC1=O	9.3	722	14.1%	1.4	40	0.2%	i	21.4	7.2%	5.1%	18.1%	-1.8%
Cc1cc(C)nc(SCC(=O)Nc2ccc(N3CCOCC3)c(Cl)c2)n1	-49.6	668	-25.2%	-0.2	48	0.6%	i	36.6	2.8%	6.0%	1.7%	0.3%
CCOC(=O)N1CCC(c2cc(=O)n3[nH]c(-c4ccccc4)cc3n2)CC1	-7.1	686	0.2%	-1.9	72	-0.3%	i	54.0	8.3%	-0.4%	20.8%	-1.5%
COC(=O)c1ccc2c(=O)n(NC(=O)C(c3ccccc3)c3ccccc3)c(=S)[nH]c2c1	11.9	791	-10.5%	3.0	90	-0.1%	i	49.7	3.0%	1.3%	10.8%	-8.1%
COc1ccc(C)cc1-n1nc2ccccc2n1	-24.4	493	4.5%	-0.3	95	0.2%	i	45.6	1.3%	13.6%	9.2%	2.8%
CN(C)CCNC(=O)Nc1cccc(Cl)c1Cl	-13.5	706	-5.2%	-0.1	46	0.8%	i	35.5	7.2%	13.6%	7.3%	-5.6%
Cc1ccc(S(=O)(=O)N(C)C)cc1NC(=S)N(CCC#N)Cc1cccnc1	-148.8	720	0.6%	1.6	37	-0.3%	i	54.3	8.8%	6.4%	-4.8%	1.1%
CCN(CCn1cccn1)C(=O)c1cc(COc2ccc(F)cc2Cl)on1	55.2*	655*	-1.8%	0.3	59	-0.1%	i	60.9	-5.2%	-0.7%	-8.3%	-5.7%
CC1CC(C)CN(CCCNC(=O)c2ccc3c(SCC(=O)O)c4c(nc3c2)CCC4)C1 (stereo not given)	11.8	673	16.4%	3.5	47	0.3%	i	6.3	8.1%	9.6%	1.5%	-3.7%

Reformatted with values under each structure: part of the list above.
Order of values: Hep lipid drop	Hep lipid drop cells 6.5 µM	GPR35 antagonists	NTR1 agonist	NTR1 agonist cell count 20 µM	GPR55 beta-arrestin	T cell modulator	T cell modulator vesicle-bound %	Large T inhibition	MgcRacGAP inhibition	GPR55 antagonists	LYP inhibition
> Cc1ccccc1OCC(=O)Nc1ccc2[nH]ncc2c1
 : -1.0	785	4.0%	-0.5	39	-0.1%	i	54.2	5.1%	7.5%	-0.4%	-8.3%
> CC(NC(=O)c1ccccc1Cl)c1ccc(-n2ccnc2)cc1 (stereo not given)
 : -8.7	667	3.5%	0.1	52	-0.1%	i	20.9	18.4%	9.1%	-7.8%	-11.7%
> COc1ccccc1CCCNC(=O)C1CCC(=O)N(CCN2CCOCC2)C1 (stereo not given)
 : 21.6	693	-3.9%	0.3	60	0.3%	i	8.3	4.8%	4.3%	11.3%	-7.7%
> COc1cccc(OCCNC(=O)c2ccccc2Sc2ccccc2C#N)c1
 : -23.6	542	2.4%	3.7	46	1.3%	i	22.5	7.6%	5.5%	7.5%	5.6%
> CC(=O)C(Cc1cccc(F)c1)(Cc1cccc(F)c1)C(C)=O
 : 0.5	650	-1.8%	0.6	32	0.0%	i	3.6	2.2%	-13.1%	12.6%	-1.4%
> Cc1cc(C)n(C(=O)CNC(=O)C(c2ccccc2)c2ccccc2)n1
 : -15.1	775	-12.1%	1.2	54	-0.1%	i	44.0	1.8%	0.5%	2.7%	-7.9%

Later entries.
SMILES	Hep lipid drop	Hep lipid drop cells 6.5 µM	GPR35 antagonists	NTR1 agonist	NTR1 agonist cell count 20 µM	GPR55 beta-arrestin	T cell modulator	T cell modulator vesicle-bound %	Large T inhibition	MgcRacGAP inhibition	GPR55 antagonists	LYP inhibition
CN(C)c1ccc(CN(C(=O)C2COc3ccccc3O2)C2CCS(=O)(=O)C2)cc1 (stereo not given)	·	·	15.6%	1.3	101	0.2%	i	20.3	5.9%	0.0%	8.3%	-6.7%
CN(C)C(=O)CSc1nnc(-c2ccncc2)n1Cc1ccco1	4.4	652	9.6%	0.1	39	0.2%	i	31.8	4.7%	10.2%	15.2%	-9.6%
CCc1cccc(NC(=O)Cn2c(=O)oc3cc(S(=O)(=O)N4CCOCC4)ccc32)c1	·	·	-1.1%	-1.1	61	-0.1%	i	18.9	4.9%	6.6%	-12.4%	-6.7%
CCn1c(SCC(=O)c2c[nH]c3ccccc23)nnc1-c1cccs1	5.5	652	-17.2%	-1.6	48	-0.2%	i	25.4	5.5%	7.3%	12.5%	-1.9%
O=C(c1cscn1)N1CCCC(N2CCN(c3ccc(F)cc3)CC2)C1 (stereo not given)	-2.8	836	1.8%	0.0	49	-0.1%	i	62.4	4.1%	5.7%	14.0%	-11.4%
CC1CC(C)(C)NC(=S)N1CC(=O)N(C)Cc1ccccc1 (stereo not given)	-6.2	582	-6.3%	-1.3	57	0.7%	i	49.6	17.7%	3.9%	12.7%	-8.4%
